SIRT5 block – SIRT5 desuccinylase inhibitors, primary screen, biochemical, fluorescence imaging, single point, set 5. Purified SirT5, succinyl-peptide AMC, trypsin-coupled fluorescence. NAD-dependent protein deacylase sirtuin-5, mitochondrial (Homo sapiens), Q9NXA8. AID 652115, 2013. inhibition, % at 15 µM. 330,000 compounds, 1.1% hits; in the data active means inhibition above about 15%
Target sequence (Q9NXA8 whole entry, looked up): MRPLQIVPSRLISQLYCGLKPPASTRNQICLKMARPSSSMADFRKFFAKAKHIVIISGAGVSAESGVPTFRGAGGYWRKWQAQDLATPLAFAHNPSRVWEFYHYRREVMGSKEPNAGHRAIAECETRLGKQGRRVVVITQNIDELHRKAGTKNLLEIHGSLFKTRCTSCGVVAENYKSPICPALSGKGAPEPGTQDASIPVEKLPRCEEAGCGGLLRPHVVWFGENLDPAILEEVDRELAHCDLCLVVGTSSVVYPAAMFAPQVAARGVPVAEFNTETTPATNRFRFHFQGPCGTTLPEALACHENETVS
ARNT TACC3 PPI – disruptors of ARNT/TACC3 protein interaction, primary screen, biochemical, AlphaScreen, single concentration | AlphaScreen His-ARNT PAS-B/GST-TACC3 binding, luminescence; TACC3 fragment carries E629A point mutation | inhibition, % at 9.99 µM | 390,000 compounds, 0.66% hits | AID 623870, 2012;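 active means mean inhibition of replicates at least 50% and at least half of replicates each reaching 50%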;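 further: 0% = complete ARNT plus TACC3 wells and 100% = ARNT alone without TACC3; many hits fall short of the cut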
esBAF inh – Bmi1 luciferase reporter increase in mESCs, primary screen, esBAF inhibitor project, mouse ES cells, Bmi1 luciferase knock-in, single point. reporter increase, % at 12.5 µM. 350,000 compounds, 2% hits. AID 602393, 2012. 24 h; 100% = twice the neutral-well signal; in the data active means activation above about 40%;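 further: 0% = median of the plate's neutral control wells and 100% = double that signal; a rise in the Bmi1 reporter signal indicates esBAF inhibition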
ERp5 block – inhibitors of ERp5-driven insulin aggregation, primary screen, biochemical, turbidity, absorbance 650 nm, single point; Protein disulfide-isomerase A6 (Homo sapiens), Q15084; 90 min; inhibition, % at 9.99 µM; 350,000 compounds, 0.05% hits; AID 651711, 2012;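 active means mean replicate inhibition above about 25%, with every replicate also reaching it, limit read from the data, passing the limit was not always enough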
Target sequence (Q15084 whole entry, looked up): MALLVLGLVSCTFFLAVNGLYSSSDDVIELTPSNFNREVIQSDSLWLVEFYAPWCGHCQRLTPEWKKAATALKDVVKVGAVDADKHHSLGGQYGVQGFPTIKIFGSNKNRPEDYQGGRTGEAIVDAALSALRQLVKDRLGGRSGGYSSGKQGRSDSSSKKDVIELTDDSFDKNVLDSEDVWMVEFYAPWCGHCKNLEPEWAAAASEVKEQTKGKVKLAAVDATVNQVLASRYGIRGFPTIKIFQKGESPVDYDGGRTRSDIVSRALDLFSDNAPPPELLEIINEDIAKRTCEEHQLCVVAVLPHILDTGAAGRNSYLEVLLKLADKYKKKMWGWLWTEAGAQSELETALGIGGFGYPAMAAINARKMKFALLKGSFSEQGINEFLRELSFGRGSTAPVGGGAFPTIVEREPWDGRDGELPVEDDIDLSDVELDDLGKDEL
Cneo AK release – Cryptococcus neoformans cell lysis inducers, primary screen, AK release luminescence, single concentration. C. neoformans lysis, adenylate kinase release luminescence, 4 h; normalised: neutral wells 0, clomiphene wells 100. lysis activity, % at 15 µM. 360,000 compounds, 0.2% hits. AID 651654, 2012;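 active means mean lysis activity across replicates of at least 80%, whatever share of replicates individually reach that level; inactive means mean lysis activity below 80%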
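Schedule: static 4 h at 37 °C with compound, 1 h detection; system: C. neoformans cells; benchmarks: Clomiphene as positive control; buffer or medium: fresh YPD medium; measure: luminescence rise reflecting yeast cell lysis; measured by: luminescent adenylate kinase detection reagent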
C2C12 statin – suppressors of statin myotoxicity in C2C12 myotubes, primary screen, cell-based, single point, plate reader | C2C12 myotubes + simvastatin, ATP luminescence, 48 h; scaled: DMSO 0, geranylgeraniol control 100 | rescue of ATP level, % at 7.49 µM | 330,000 compounds, 0.78% hits | AID 602340, 2012;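 active means mean ATP rescue above about 67%, or every replicate alone reaching that limit, limit read from the data, passing the limit was not always enough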;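 further: myotubes were challenged with 10 µM simvastatin during compound exposure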
miR122 inh – miR-122 Renilla sensor signal increase in Huh7, primary screen, miR-122 inhibitor project, cell-based, single point, plate reader. Huh7 miR-122 Renilla luciferase sensor, 48 h; neutral wells = 0, positive control = 100. AID 602342, 2012. activation (reporter increase), % at 12.5 µM. 340,000 compounds, 0.3% hits;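 active means mean replicate activation score at least 90 and every replicate individually at or above 90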;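 further: higher luciferase means less miR-122 activity so hits act as miR-122 inhibitors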
Numbers without * were called inactive; nt = not tested or not shown; & = joins results of further samples; [ ] = remark or other dose.

SMILES	SIRT5 block	ARNT TACC3 PPI	esBAF inh	ERp5 block	Cneo AK release	C2C12 statin	miR122 inh
Cc1ccccc1CSCCNC(=S)Nc1ccccc1	-0.5	27.5	nt	5.5	nt	nt	nt
COc1cc(-n2ccnc2SC)c(Cl)cc1Cl	nt	0.8	-0.5	nt	4.4	1.2	0.7
CC(OCC(O)CN(C)CCOc1ccccc1)c1ccc(Cl)cc1 (configuration not stated)	2.0	0.2	4.5	-2.4	nt	-2.7	-2.2
COc1cc(OC)c(OC)cc1/C=N/NC(=O)c1cccc(S(=O)(=O)N2CCOCC2)c1	4.5	2.9	-1.5	6.6	-1.6	14.9	-4.2
COC(=O)c1sc(N)c(C(=O)OC)c1CSc1nc2sc3c(c2c(=O)n1C)CCC3	nt	-5.6	-13.0	nt	-1.0	9.9	-4.3
Cc1ccc(S(=O)(=O)N(C)C[C@H]2Oc3ccc(NS(=O)(=O)c4ccc(Cl)cc4)cc3C(=O)N([C@H](C)CO)C[C@H]2C)cc1	12.3	nt	-3.7	-4.9	nt	-13.3	29.6[16.7 µM]
C[C@@H]1CN([C@@H](C)CO)C(=O)c2cc(NC(=O)c3ccncc3)ccc2O[C@@H]1CN(C)Cc1ccc(C(=O)O)cc1	1.8	-2.6	0.9	1.7	-0.1	7.7	-3.7[16.7 µM]
CCOCC(=O)Nc1cccc(OC)c1	nt	1.3	5.0	nt	-0.3	4.6	-1.8
CC1=C(C(=O)N(C)C)CC(CC(=O)NCCN2CCOCC2)C(=O)N1Cc1ccc(F)cc1 (configuration not stated)	4.3	nt	-9.7	-1.8	1.7	-3.5	2.9
COc1ccccc1-c1ccc2c(c1)O[C@H](CN(C)Cc1ccc3c(c1)OCO3)[C@H](C)CN([C@H](C)CO)S2(=O)=O	21.6*	15.1	-1.4	21.8	-1.0	-34.9	8.8[16.7 µM]
Cc1cccc(CCN(CC(=O)NCc2ccc(F)cc2)C(=O)c2csnn2)c1	-1.3	nt	0.3	7.0	5.7	-18.3	-4.8
O=C(CN(Cc1ccco1)C(=O)Cn1nnc(-c2cccs2)n1)NCC1CCCO1 (configuration not stated)	-5.2	-0.1	-1.1	-3.2	1.4	-4.8	-3.6
O=C(NC1CCN(Cc2ccccc2)CC1)c1c(F)cccc1F	nt	-4.0	-3.1	nt	0.0	20.5	-17.1
CC(Oc1ccc2c3c(c(=O)oc2c1)CCCC3)C(=O)NCc1ccccn1 (configuration not stated)	-17.0	1.8	0.0	-0.6	3.0	-4.2	-3.0
CO[C@H]1CN(C)C(=O)c2ccc(NC(=O)c3ccc4c(c3)OCO4)cc2OC[C@@H](C)N(CC2CC2)C[C@H]1C	nt	4.8	5.2	6.1	-1.4	-11.0	nt
C[C@@H]1CN([C@H](C)CO)C(=O)CCCn2nncc2CO[C@H]1CN(C)C(=O)Nc1cccc(Oc2ccccn2)c1	0.6	-6.3	-4.4&0.2	-4.5&2.3	1.8&-0.8	5.0&-0.6	3.3
Cc1ccc(C(=O)CCC(=O)Nc2cc(C)ccn2)cc1	-7.1	nt	16.0	1.0	1.2	2.9	nt
O=C(NCCC1=CCCCC1)C1CCN(S(=O)(=O)c2ccccc2C(F)(F)F)CC1	-1.8	-10.6	nt	-8.4	nt	nt	nt
O=C(CSc1ncnc2sc3c(c12)CCCC3)N1CCC(c2noc3ccc(F)cc23)CC1	-1.6	-2.0	1.7	10.1	-1.9	0.7	1.5
COc1ccc(S(=O)(=O)Nc2ccc3c(c2)C(=O)N([C@@H](C)CO)C[C@H](C)[C@@H](CN(C)C(=O)C2CCCCC2)OCCCC[C@H](C)O3)cc1	1.1	15.2	-5.9	-0.2	-1.7	nt	3.6[16.7 µM]
CC(C(=O)NC(C)(C)C)N1C(=O)c2cccc3cccc(c23)C1=O (configuration not stated)	-11.4	-1.8	nt	-5.4	nt	nt	nt
Cc1noc(C)c1NC(=O)NCC[C@@H]1CC[C@@H](NC(=O)Cc2cccnc2)[C@H](CO)O1	3.1	0.2	0.1	-0.5	4.5	-4.4	nt
O=C(NCc1ccco1)c1cccc2c(-c3ccc(F)c(F)c3)coc12	-2.1	nt	22.2	5.9	2.6	5.8	1.6
O=C(c1ccc2c(c1)OCO2)N1C[C@H]2[C@@H](c3ccccc31)[C@H](CO)N2CC1CCCC1	-0.4	13.6	-8.7	0.6	0.4	-8.1	38.2[16.7 µM]
CC1Cc2cc(/C(O)=C3/C(=O)C(=O)N(Cc4cccnc4)C3c3cccc(O)c3)ccc2O1 (configuration not stated)	2.5	-29.2	11.8	4.1	-1.9	-0.3	5.6
O=C(CN1C2=NCCCN2c2ccccc21)c1cccs1	nt	11.5	6.9	nt	4.4	-14.2	3.7
NC(=O)C1(N2CCCCC2)CCN(C(=O)c2cccs2)CC1	-5.4	-0.1	-1.4	2.2	1.0	-2.6	0.9
CC(=O)Nc1ccc(N2C(C(C)=O)=NN(c3ccccc3)C2c2cccs2)cc1 (configuration not stated)	nt	-1.2	1.4	nt	-2.7	-19.4	0.5
CN(C)c1ccc(NC(=O)N2CCOCC2)cc1	nt	7.7	55.1*	nt	-0.2	nt	1.1
O=C(Nc1cccnc1Cl)c1cc(-c2ccc(Br)cc2)on1	-1.3	2.6	6.6	2.7	-2.6	-1.4	nt
CN(C)C(=O)c1cccc(-c2ccc([C@@H]3[C@@H](C#N)N(C(=O)C4CCCCC4)[C@H]3CO)cc2)c1	0.7	18.4	7.9	-3.8	1.5	0.7	nt
CCOC(=O)C1CCN(c2c(N3CCCC(C(=O)OCC)C3)c(=O)c2=O)CC1 (configuration not stated)	8.6	3.0	-0.6	0.0	0.0	nt	2.9
CC(C)C#Cc1ccc([C@H]2[C@@H](C#N)N(C(=O)c3cccc(F)c3)[C@@H]2CO)cc1	1.1	-2.1	18.6	1.5	-1.1	16.5	nt
CCN(CC)CCNC(=O)C(Oc1ccccc1)Oc1ccccc1	-3.6	-7.8	1.6	2.2	-0.6	16.2	-0.2
CCc1nc2ccc(C(=O)NCc3ccccc3OC)cn2c1N(CCC(C)C)CCN(C)C	nt	nt	2.5	2.4	-4.1	-6.4	-3.5
COc1ccc(/C=C/C(=O)NC(CCSC)C(=O)O)cc1 (configuration not stated)	1.6	1.9	nt	-3.6	nt	nt	nt
COc1cc(/C=N/NC(=O)c2ccc(Cl)cc2)ccc1OCC(=O)N1CC(C)OC(C)C1 (configuration not stated)	-0.4	-3.9	6.5	-2.9	4.2	-5.5	10.1
O=C(NC(Cc1ccccc1)C(=O)O)/C(=C/c1ccc([N+](=O)[O-])cc1)NC(=O)c1ccccc1Br (configuration not stated)	1.6	-2.3	nt	4.5	nt	nt	nt
CN(CC(=O)Nc1ccc(Cl)cc1)C(=O)c1ccc(NS(=O)(=O)c2ccc3[nH]c(=O)[nH]c3c2)cc1	-5.3	19.8	2.8	-6.0	1.9	1.2	nt
CN1C(=O)c2cc(NC(=O)C3CCOCC3)ccc2OC[C@H]2O[C@@H](CC(=O)NCCc3ccncc3)CC[C@H]21	0.5	-16.7	5.2	1.9	3.8	-29.7	nt
CCCN1[C@H](C(=O)N[C@@H](C)c2ccccc2)[C@@H](CO)[C@@H]2Cn3c(ccc(-c4ccccc4)c3=O)[C@@H]21	-5.1	1.0	3.2	0.4	-1.3	28.5	-8.3[16.7 µM]
CCCCCC1C(=O)C[C@@H]2CCN3C(=O)CCC[C@H]1[C@H]23 (some centres not stated)	-4.3	-1.6	-3.2	0.3	3.1	2.2	3.5
Cc1cc(SCC#N)n2nc(C)c(-c3ccccc3)c2n1	11.4	nt	nt	-7.2	0.8	nt	3.2
CC(=O)c1ccc(NC(=O)Nc2ncn(Cc3cccc(C)c3)n2)cc1	nt	-1.4	12.4	nt	-1.1	nt	2.4
COc1ccc(N(C(=O)c2snc(C(N)=O)c2N)C(C(=O)NC2CCCCC2)c2ccc(F)cc2)c(OC)c1 (configuration not stated)	-5.8	0.4	3.2	-3.9	0.1	-187.7	6.0
O=C(COC(=O)CCSc1ccc(Cl)cc1)NCc1ccc(Cl)cc1	-4.6	-5.0	nt	-0.4	-0.9	nt	-1.0
O=C(CCCSc1ccc(Cl)cc1)Nc1ccccc1O	nt	-0.3	-1.4	nt	2.6	9.4	nt
Cc1ccc(C)c(S(=O)(=O)NCc2ccc(C(=O)NCc3ccco3)cc2)c1	nt	nt	2.6	nt	0.4	-0.1	-3.8
Cc1ccc(SCC(=O)NCC(C)C)cc1	nt	-6.1	14.4	nt	-0.1	nt	5.0
COc1cccc(/C=C2\SC(N)=NC2=O)c1OS(=O)(=O)c1ccccc1	-2.9	-2.9	nt	0.9	nt	nt	nt
O=C(NC1CCCCCC1)c1ccc[nH]c1=S	-1.4	5.4	nt	-2.9	0.4	nt	nt
Cc1cc(O)ccc1C1(c2ccc(O)cc2C)OC(=O)c2ccccc21	nt	4.2	-4.5	nt	-2.1	nt	4.0
CCOC(=O)C1=CCCN(S(=O)(=O)c2ccc(C)cc2)C1	3.5	nt	-4.7	-0.3	-1.2	-8.6	-3.9
Nc1cccc(CCc2ccncc2)c1	0.6	-2.8	3.9	0.6	3.1	-3.5	1.1
C[C@H]1CN([C@@H](C)CO)C(=O)Cc2cc(NC(=O)CCCN(C)C)ccc2O[C@@H]1CN(C)C(=O)NC1CCCCC1	-2.9	4.5	2.3	-0.3	-5.5	2.2	3.0[16.7 µM]
Cc1cccc(-c2noc(CCC(=O)NCc3ccco3)n2)c1	-1.1	-13.1	1.5	2.4	1.1	12.7	-3.1
COCC(=O)N1CC[C@@H]2[C@H]1c1cc(-c3ccc(OC)cc3)ccc1N(C)[C@@H]2CO	2.4	-3.3	-7.7	11.6	-2.1	10.8	-4.6[16.7 µM]
Cc1ccc(S(=O)(=O)Nc2ccc3c(c2)C(=O)N([C@H](C)CO)C[C@@H](C)[C@H](CN(C)S(=O)(=O)c2c(C)noc2C)OCCCC[C@H](C)O3)cc1	12.4	-3.5	-3.7	3.9	-0.9	nt	-2.2[16.7 µM]
O=C(O)/C=C/C(=O)N1CCc2ccccc21	1.3	1.7	nt	2.7	nt	nt	12.9
CO[C@@H]1CN(C)C(=O)c2cc(NC(=O)c3cc(C)on3)ccc2OC[C@@H](C)N(CC2CC2)C[C@@H]1C	3.2	-3.3	-0.3	1.7	-1.5	16.0	nt
O=C(Nc1ccc(S(=O)(=O)Nc2nccs2)cc1)/C(=C/c1ccccc1Cl)NC(=O)c1ccccc1	-0.7	nt	nt	0.3	4.6	nt	77.8
NS(=O)(=O)c1ccc(CCN2C(=O)CCC2=O)cc1	-5.1	-5.8	3.7	0.8	-10.1	-2.7	nt

Some entries already given, limited to ARNT TACC3 PPI and miR122 inh:
smiles,ARNT TACC3 PPI,miR122 inh
CN(C)C(=O)c1cccc(-c2ccc([C@@H]3[C@@H](C#N)N(C(=O)C4CCCCC4)[C@H]3CO)cc2)c1,18.4,nt
CCOC(=O)C1CCN(c2c(N3CCCC(C(=O)OCC)C3)c(=O)c2=O)CC1 (configuration not stated),3.0,2.9

Of the compounds above, four contain a furan ring, fused or not:
SMILES	SIRT5 block	ARNT TACC3 PPI	esBAF inh	ERp5 block	Cneo AK release	C2C12 statin	miR122 inh
O=C(CN(Cc1ccco1)C(=O)Cn1nnc(-c2cccs2)n1)NCC1CCCO1 (configuration not stated)	-5.2	-0.1	-1.1	-3.2	1.4	-4.8	-3.6
O=C(NCc1ccco1)c1cccc2c(-c3ccc(F)c(F)c3)coc12	-2.1	nt	22.2	5.9	2.6	5.8	1.6
Cc1ccc(C)c(S(=O)(=O)NCc2ccc(C(=O)NCc3ccco3)cc2)c1	nt	nt	2.6	nt	0.4	-0.1	-3.8
Cc1cccc(-c2noc(CCC(=O)NCc3ccco3)n2)c1	-1.1	-13.1	1.5	2.4	1.1	12.7	-3.1
